Compound activity (PubChem)
Fh CTSL1 inh – Fasciola hepatica cathepsin L1 inhibitors, primary screen, counter-screen for PFM18AAP inhibitor project, biochemical, QFRET, fluorogenic peptide substrate. recombinant F. hepatica cathepsin L1, Z-Leu-Arg-MCA fluorescence. inhibition, % at 5.96 µM. actives 0.49% (n = 300,000). AID 1906, 2009;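 active means inhibition above the mean of all tested compounds plus 3 SD, set per screening campaign, cut at about 17% in these data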;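 further: 0% = plate median of test compound wells and 100% = 1 µM Z-Phe-Ala-diazomethylketone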
PP5 inh – PP5 phosphatase inhibitors, primary screen, biochemical, fluorescence. inhibition, % at 6.7 µM. purified PP5c, OMFP substrate fluorescence. Serine/threonine-protein phosphatase 5 (Homo sapiens), P53041. actives 0.18% (n = 320,000);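 active means inhibition above the campaign's mean inhibition across all tested compounds plus 3 SD, cut at about 9.5% in these data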;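 further: 0% = DMSO only and 100% = 100 µM cantharidin control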
Target sequence (P53041 whole entry, looked up): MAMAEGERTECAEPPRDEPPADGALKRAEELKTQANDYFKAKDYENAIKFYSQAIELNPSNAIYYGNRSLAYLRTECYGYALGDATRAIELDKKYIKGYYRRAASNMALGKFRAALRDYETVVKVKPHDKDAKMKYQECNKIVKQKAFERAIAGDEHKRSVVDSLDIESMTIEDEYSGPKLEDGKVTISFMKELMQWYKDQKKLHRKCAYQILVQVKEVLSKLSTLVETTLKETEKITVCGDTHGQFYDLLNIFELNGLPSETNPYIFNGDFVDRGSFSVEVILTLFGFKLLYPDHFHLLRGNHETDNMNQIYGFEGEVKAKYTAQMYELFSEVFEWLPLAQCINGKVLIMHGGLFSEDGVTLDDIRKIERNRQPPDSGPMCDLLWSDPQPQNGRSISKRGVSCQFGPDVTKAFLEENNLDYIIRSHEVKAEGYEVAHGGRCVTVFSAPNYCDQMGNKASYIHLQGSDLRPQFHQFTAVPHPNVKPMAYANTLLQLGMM
PREPL inhibitor – PREPL enzyme inhibitors, primary screen, biochemical, fluorescence polarization; AID 2751, 2010; actives 0.68% (n = 320,000); recombinant PREPL, fluorescence polarization activity-based probe; inhibition, % at 5.96 µM; Prolyl endopeptidase-like (Homo sapiens), Q4J6C6; in the data active means inhibition above about 43%;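 further: 0% = enzyme with DMSO and 100% = wells lacking enzyme; many of its hits are not listed in these tables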
TPT1 inhibitor – Candida albicans TPT1 enzyme inhibitors, primary screen, biochemical, fluorescence polarization | tRNA 2'-phosphotransferase TPT1 (Candida albicans SC5314) | recombinant caTPT1, FP RNA substrate dephosphorylation | inhibition, % at 5 µM | actives 0.81% (n = 300,000);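 active means inhibition above the mean of all tested compounds plus 3 SD, set per screening campaign, cut at about 24% in these data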;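 further: plate controls were DMSO alone for no effect and ferristatin control at 100 nM for full effect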
PP1 counter – PP1-alpha phosphatase inhibitors, primary screen, counter-screen for PP5 inhibitor project, biochemical, fluorescence, OMFP substrate, single point; Serine/threonine-protein phosphatase PP1-alpha catalytic subunit (Homo sapiens), P62136; purified PP1alpha; inhibition, % at 6.7 µM; actives 0.9% (n = 320,000); AID 2235, 2010;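 active means inhibition above the mean inhibition of all tested compounds plus 3 SD, computed separately for each screening campaign, cut at about 15% in these data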
Target sequence (P62136 whole entry, looked up): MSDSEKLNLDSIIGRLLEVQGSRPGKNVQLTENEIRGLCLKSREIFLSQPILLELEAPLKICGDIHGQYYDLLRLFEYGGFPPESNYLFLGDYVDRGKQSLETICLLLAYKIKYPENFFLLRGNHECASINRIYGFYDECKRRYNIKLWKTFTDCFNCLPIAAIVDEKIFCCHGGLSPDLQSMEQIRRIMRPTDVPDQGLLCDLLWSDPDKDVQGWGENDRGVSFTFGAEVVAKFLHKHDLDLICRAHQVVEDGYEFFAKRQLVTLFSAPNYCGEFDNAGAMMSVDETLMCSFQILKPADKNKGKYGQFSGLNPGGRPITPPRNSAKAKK
EBNA-1 inh – EBNA-1 DNA-binding inhibitors, primary screen, biochemical, fluorescence polarization; inhibition, % at 14.8 µM; actives 0.34% (n = 300,000); AID 1950, 2009; in the data active means inhibition above about 28%
Efflux pump mplx – inhibitors of Candida efflux pumps in yeast, primary screen, S. cerevisiae, Nile Red, multiplex; inhibition, % at 10 µM; S. cerevisiae Candida pump triplex; actives 0.44% (n = 330,000);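 active means plate passing quality check with inhibition over a set limit, or well fluorescence over plate mean plus 4 SD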;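 further: Nile Red retained in pooled yeast measured as flow cytometry median fluorescence; 0% = buffer negative control and 100% = Enniatin B positive control; higher means more Nile Red kept so more efflux inhibition; some compounds called inactive have numbers as strong as hits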
ZTA DNA inh – counter-screen for EBNA-1 inhibitors: inhibitors of Epstein-Barr virus ZTA. actives 0.15% (n = 320,000). P03206. ZTA-DNA binding, fluorescence polarization. inhibition, % at 11 µM; in the data active means inhibition above about 33%
Target sequence (P03206 whole entry, looked up): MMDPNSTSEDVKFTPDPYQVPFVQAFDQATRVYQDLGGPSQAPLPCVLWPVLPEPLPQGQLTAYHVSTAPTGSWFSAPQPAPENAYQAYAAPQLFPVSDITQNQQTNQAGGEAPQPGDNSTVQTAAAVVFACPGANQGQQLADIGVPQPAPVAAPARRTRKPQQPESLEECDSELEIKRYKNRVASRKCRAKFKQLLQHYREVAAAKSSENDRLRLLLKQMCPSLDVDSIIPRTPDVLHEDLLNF
core dimer inh – inhibitors of HCV core protein dimerization, primary screen, biochemical, TR-FRET, high-throughput; TR-FRET GST/Flag-core106 dimerization, 1536-well; inhibition, % at 5 µM; actives 0.33% (n = 300,000); AID 1899, 2009;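 active means inhibition above the mean of all tested compounds plus 3 SD, set per screening campaign, cut at about 45% in these data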
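Material: GST/Flag-tagged HCV core106 proteins. Incubation: 4 h, 22.5 °C incubation. Read-out basis: inhibition (%) from 671 over 617 nm ratio. Measured by: TR-FRET, excitation 340 nm, emission 617 and 671 nm.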
The depositor's hits bear a star. Only part of the results is shown; rates above refer to the full screens.

CCOc1ccc(NC(=O)CSc2nnc(Cc3cccn3C)n2-c2ccc(F)cc2)cc1 was read as Fh CTSL1 inh 5, PP5 inh -0.1, PREPL inhibitor 13, TPT1 inhibitor -3, PP1 counter -1, EBNA-1 inh 2, Efflux pump mplx 0.1, ZTA DNA inh -1 and core dimer inh 11.
`COc1cccc(CNC(=O)COC(=O)CCc2cc(OC)c(OC)c(OC)c2)c1` gave PP5 inh 2.4, PREPL inhibitor 0, PP1 counter -1, Efflux pump mplx -0.2 and ZTA DNA inh 0.
O=C(CSc1ccc2nnc(-c3ccccn3)n2n1)Nc1cccc(F)c1 was read as Fh CTSL1 inh 0, PP5 inh 5.0, PREPL inhibitor -72, TPT1 inhibitor -1, PP1 counter 3, EBNA-1 inh 3, Efflux pump mplx -0.1, ZTA DNA inh -9 and core dimer inh 1.
Screening COc1ccc(NC(=O)c2cccs2)cc1NC(=O)c1ccco1 returned Fh CTSL1 inh 4, PP5 inh 0.9, PREPL inhibitor 17, TPT1 inhibitor -3, PP1 counter -4, EBNA-1 inh -10, Efflux pump mplx -0.3, ZTA DNA inh 3 and core dimer inh 8.
For CC(=O)/C=C1\SC(CC(=O)O)C(=O)N1c1ccccc1 (stereo not given) the results were Fh CTSL1 inh 1, PP5 inh -0.4, PREPL inhibitor 9, TPT1 inhibitor -4, PP1 counter -4, EBNA-1 inh 8, Efflux pump mplx -0.1, ZTA DNA inh -4 and core dimer inh -10.
Cc1ccc(NC(NC(=O)c2ccccc2[N+](=O)[O-])C(Cl)(Cl)Cl)cc1 (stereo not given) was read as Fh CTSL1 inh 3, PP5 inh 2.9, PREPL inhibitor 5, TPT1 inhibitor 0, PP1 counter 0, EBNA-1 inh -12, Efflux pump mplx -0.4, ZTA DNA inh -9 and core dimer inh -8.
For CCOc1cc(N2CCOCC2)c(OCC)cc1NC(=O)CCC1CCCC1 the results were Fh CTSL1 inh -3, PP5 inh 4.9, PREPL inhibitor -3, TPT1 inhibitor -3, PP1 counter -1, EBNA-1 inh -3, Efflux pump mplx 0.1, ZTA DNA inh -4 and core dimer inh 4.
`O=C(CN(C(=O)CNS(=O)(=O)c1ccccc1)c1ccc(Cl)cc1)NCC1CCCO1` (stereo not given) gave Fh CTSL1 inh -2, PP5 inh 1.7, PREPL inhibitor 2, TPT1 inhibitor 0, PP1 counter 3, EBNA-1 inh 3, Efflux pump mplx 0.1, ZTA DNA inh 10 and core dimer inh 10.
Screening N#CCOc1nc(N2CCCCC2)nc(N2CCCCC2)n1 returned Fh CTSL1 inh 5, PP5 inh 3.9, PREPL inhibitor 20, TPT1 inhibitor -5, PP1 counter 3, EBNA-1 inh 3, Efflux pump mplx -0.1, ZTA DNA inh -14 and core dimer inh -10.
Screening COc1ccc(-c2nnc(SC(C)C(=O)NC3CC3)o2)cc1 (stereo not given) returned PP5 inh -0.7, PREPL inhibitor 3, PP1 counter -5, Efflux pump mplx 0.1 and ZTA DNA inh 8.
For Nc1nc(SCC(=O)Nc2ccc(Cl)cc2)[nH]c(=O)c1-c1ccccc1 the results were Fh CTSL1 inh 0, PP5 inh 2.4, PREPL inhibitor 9, TPT1 inhibitor -3, PP1 counter 0, EBNA-1 inh -9, Efflux pump mplx 0.1, ZTA DNA inh 14 and core dimer inh 5.
`Cc1ccccc1OCC(=O)Nc1sc2c(c1C#N)CC(C)(C)NC2(C)C` gave Fh CTSL1 inh 7, PP5 inh 2.6, PREPL inhibitor 3, TPT1 inhibitor 0, PP1 counter 1, EBNA-1 inh -2, Efflux pump mplx -0.1, ZTA DNA inh -8 and core dimer inh 0.
`COCCN1CCn2c(nc3cc(NC(=O)NC4CCCCC4)ccc32)C1` gave Fh CTSL1 inh -2, PP5 inh -1.1, PREPL inhibitor 5, TPT1 inhibitor -3, PP1 counter 1, EBNA-1 inh 10, Efflux pump mplx -0.1, ZTA DNA inh 12 and core dimer inh 2.
CC(=O)Nc1ccc(NC(=O)C(Sc2ccccc2)c2ccccc2)cc1 (stereo not given) was read as Fh CTSL1 inh 4, PP5 inh -0.2, PREPL inhibitor -10, TPT1 inhibitor 2, PP1 counter -6, EBNA-1 inh 4, Efflux pump mplx 0.1, ZTA DNA inh 12 and core dimer inh -1.
Screening C=CCOc1ccc(CNc2nccs2)cc1OCC returned Fh CTSL1 inh -1, PP5 inh 0.6, PREPL inhibitor -2, TPT1 inhibitor -1, PP1 counter 0, EBNA-1 inh -2, Efflux pump mplx -0.1, ZTA DNA inh -14 and core dimer inh -2.
For COc1ccc(NC(=O)NC2(C(=O)N3CCCCCC3)CCCCC2)cc1 the results were Fh CTSL1 inh -5, PP5 inh 0.8, PREPL inhibitor 2, TPT1 inhibitor 1, PP1 counter -2, EBNA-1 inh -8, Efflux pump mplx 0.0, ZTA DNA inh -1 and core dimer inh 0.
For COc1ccc(NC(=S)Nc2ccccc2Cl)cn1 the results were Fh CTSL1 inh 10, PP5 inh -2.1, PREPL inhibitor -5, TPT1 inhibitor -1, PP1 counter -1, EBNA-1 inh 0, Efflux pump mplx -0.1, ZTA DNA inh -6 and core dimer inh -3.
`O=C(C(Cl)Cl)N1CCN(Cc2ccccc2)CC1` gave Fh CTSL1 inh 2, PP5 inh 0.1, PREPL inhibitor 6, TPT1 inhibitor -1, PP1 counter 0, EBNA-1 inh -9, Efflux pump mplx 16*, ZTA DNA inh 4 and core dimer inh -12.
Screening Cc1ccc(N2C(=O)CC3(CCCC3)CC2=O)cc1 returned Fh CTSL1 inh -4, PP5 inh 0.8, PREPL inhibitor 6, TPT1 inhibitor 0, PP1 counter 0, EBNA-1 inh 0, Efflux pump mplx 0.1, ZTA DNA inh -1 and core dimer inh 0.
COc1ccc(NC(=O)c2cnn(-c3ccccc3)c2C)cc1 was read as Fh CTSL1 inh 6, PP5 inh -0.2, PREPL inhibitor 15, TPT1 inhibitor -2, PP1 counter 2, EBNA-1 inh 10, Efflux pump mplx -0.2, ZTA DNA inh -3 and core dimer inh -8.
`N#Cc1c(-c2ccccc2Cl)cc(-c2ccccc2)[nH]c1=S` gave Fh CTSL1 inh 2, PP5 inh -1.7, PREPL inhibitor -5, TPT1 inhibitor -2, PP1 counter -1, EBNA-1 inh 5, Efflux pump mplx -0.1, ZTA DNA inh 17 and core dimer inh 26.
`COc1cc(C)ccc1NC(=O)Cc1csc(NC(=O)Nc2ccccc2OC)n1` gave Fh CTSL1 inh 6, PP5 inh 2.9, PREPL inhibitor -7, TPT1 inhibitor 2, PP1 counter 3, EBNA-1 inh -14, Efflux pump mplx 0.0, ZTA DNA inh 8 and core dimer inh 2.
For O=C(O)c1cc(NC(=O)C2CCCO2)cc(C(=O)O)c1 (stereo not given) the results were Fh CTSL1 inh -5, PP5 inh 5.4, PREPL inhibitor 8, TPT1 inhibitor 4, PP1 counter 1, EBNA-1 inh -6, Efflux pump mplx 0.1, ZTA DNA inh -18 and core dimer inh 0.
For Cc1cc(NC(=O)c2cccc(S(=O)(=O)N3CCCCC3)c2)no1 the results were Fh CTSL1 inh -2, PP5 inh -0.8, PREPL inhibitor 12, TPT1 inhibitor 2, PP1 counter -3, EBNA-1 inh -5, Efflux pump mplx 0.1, ZTA DNA inh -14 and core dimer inh -14.
`COc1cccc(N2CC(O)=C(c3nc4ccccc4s3)C2=N)c1` gave Fh CTSL1 inh 4, PP5 inh 2.1, PREPL inhibitor 31, TPT1 inhibitor -2, PP1 counter -1, EBNA-1 inh 4, Efflux pump mplx -0.1, ZTA DNA inh -12 and core dimer inh -5.
For CNC(=S)Nc1cccc(C(=O)O)c1 the results were Fh CTSL1 inh -4, PP5 inh -4.4, PREPL inhibitor 0, TPT1 inhibitor 0, PP1 counter 1, EBNA-1 inh 0, Efflux pump mplx -0.1, ZTA DNA inh 7 and core dimer inh 1.
For O=C(NCc1ccc2c(c1)OCO2)C(=O)Nc1ccccc1 the results were Fh CTSL1 inh -8, PP5 inh 0.0, PREPL inhibitor 0, TPT1 inhibitor -1, PP1 counter -4, EBNA-1 inh 1, Efflux pump mplx 0.0, ZTA DNA inh 8 and core dimer inh 0.
CCOC(=O)N1CCC(c2[nH][nH]c(=O)c2C)CC1 was read as Fh CTSL1 inh -2, PP5 inh -0.6, PREPL inhibitor 1, TPT1 inhibitor 0, PP1 counter -5, EBNA-1 inh 4, Efflux pump mplx -0.1, ZTA DNA inh 2 and core dimer inh -12.
`CCCCC(=O)Nc1ccc2c(c1)nc1n2CCOC1` gave Fh CTSL1 inh 1, PP5 inh 1.2, PREPL inhibitor 11, TPT1 inhibitor 1, PP1 counter -3, EBNA-1 inh -2, Efflux pump mplx 0.0, ZTA DNA inh -7 and core dimer inh -2.
Screening O=C(O)C1CCCCC1C(=O)NCCCN1CCOCC1 (stereo not given) returned Fh CTSL1 inh 3, PP5 inh -2.3, PREPL inhibitor -2, TPT1 inhibitor -6, PP1 counter -2, EBNA-1 inh 12, Efflux pump mplx -0.1, ZTA DNA inh 6 and core dimer inh -4.
`Cc1c(CC(=O)NCCC(=O)O)c(=O)oc2cc3oc4c(c3cc12)CCCC4` gave Fh CTSL1 inh 1, PP5 inh 1.5, PREPL inhibitor -13, TPT1 inhibitor 3, PP1 counter -3, EBNA-1 inh 0, Efflux pump mplx 0.1, ZTA DNA inh -11 and core dimer inh -2.
`CCOc1ccc(C2Nc3ccc4ccccc4c3-c3c2c(=O)oc2ccccc32)cc1` (stereo not given) gave Fh CTSL1 inh 4, PP5 inh 0.8, PREPL inhibitor -4, TPT1 inhibitor -4, PP1 counter 1, EBNA-1 inh -8, Efflux pump mplx 0.6*, ZTA DNA inh 2 and core dimer inh 9.
O=C(Nc1ccc(Cl)cc1)c1ccc2nsnc2c1 was read as Fh CTSL1 inh -1, PP5 inh 1.2, PREPL inhibitor -5, TPT1 inhibitor -1, PP1 counter 0, EBNA-1 inh 8, Efflux pump mplx -0.2, ZTA DNA inh 1 and core dimer inh -4.

4 structures out of the list, sorted by SMILES length, rising:
O=C(Nc1ccc(Cl)cc1)c1ccc2nsnc2c1 was read as Fh CTSL1 inh -1, PP5 inh 1.2, PREPL inhibitor -5, TPT1 inhibitor -1, PP1 counter 0, EBNA-1 inh 8, Efflux pump mplx -0.2, ZTA DNA inh 1 and core dimer inh -4.
`N#Cc1c(-c2ccccc2Cl)cc(-c2ccccc2)[nH]c1=S` gave Fh CTSL1 inh 2, PP5 inh -1.7, PREPL inhibitor -5, TPT1 inhibitor -2, PP1 counter -1, EBNA-1 inh 5, Efflux pump mplx -0.1, ZTA DNA inh 17 and core dimer inh 26.
For Cc1cc(NC(=O)c2cccc(S(=O)(=O)N3CCCCC3)c2)no1 the results were Fh CTSL1 inh -2, PP5 inh -0.8, PREPL inhibitor 12, TPT1 inhibitor 2, PP1 counter -3, EBNA-1 inh -5, Efflux pump mplx 0.1, ZTA DNA inh -14 and core dimer inh -14.
`Cc1c(CC(=O)NCCC(=O)O)c(=O)oc2cc3oc4c(c3cc12)CCCC4` gave Fh CTSL1 inh 1, PP5 inh 1.5, PREPL inhibitor -13, TPT1 inhibitor 3, PP1 counter -3, EBNA-1 inh 0, Efflux pump mplx 0.1, ZTA DNA inh -11 and core dimer inh -2.
